Dengue-2 NS5 capping – flavivirus cap methylation enzyme inhibition – biochemical, confirmation dose response, primary screen (AID 588689) | inhibition, % at 25 µM, or IC50 in µM where a hit was titrated | 0.3% of 340,000 active | Dengue-2 NS5 methyltransferase capping enzyme assay, biochemical; higher % means a stronger effect; in the data active = a potency from the dose series; inconclusive = inhibition above about 29% without an active follow-up result
Dengue-2 NS5 capping pilot replicate – recorded beside Dengue-2 NS5 capping, whose call it bears; inhibition, %; measured here: pilot screen replicate inhibition
* marks the source's active call; other numbers are inactive results; ? = inconclusive. These rows are one share of the data; rates above refer to the full screens.

A first look:
SMILES	Dengue-2 NS5 capping	others
O=C(C(=O)N(Cc1ccccc1)Cc1ccccc1)c1c(-c2ccccc2)[nH]c2ccccc12	2.0%	Dengue-2 NS5 capping pilot replicate=0.9
O=C(NCCc1ccc(F)cc1)C1CCC(=O)N(CC2CCCCC2)C1 (stereo not given)	-5.0%
CN(C)c1ccc(C(=O)Nc2cccc(S(=O)(=O)N3CCCC3)c2)cc1	-8.5%
CNC(=O)C[C@H]1C(=O)N(CCc2ccccc2)C[C@@H]1c1ccc(OC)cc1	0.0%
COC(=O)c1c(C)[nH]c(C(=O)OC(C)C(=O)N(C)C2CCCCC2)c1C (stereo not given)	-2.9%
Cc1ccc(S(=O)ONc2cccc(NOS(=O)c3ccc(C)cc3)c2)cc1 (stereo not given)	0.0%
C#CC1(NC(=S)Nc2cccc(OC)c2)CCCCC1	-1.7%

The whole of this part, previewed entries included:
SMILES	Dengue-2 NS5 capping	others
O=C(C(=O)N(Cc1ccccc1)Cc1ccccc1)c1c(-c2ccccc2)[nH]c2ccccc12	2.0%	Dengue-2 NS5 capping pilot replicate=0.9
O=C(NCCc1ccc(F)cc1)C1CCC(=O)N(CC2CCCCC2)C1 (stereo not given)	-5.0%
CN(C)c1ccc(C(=O)Nc2cccc(S(=O)(=O)N3CCCC3)c2)cc1	-8.5%
CNC(=O)C[C@H]1C(=O)N(CCc2ccccc2)C[C@@H]1c1ccc(OC)cc1	0.0%
COC(=O)c1c(C)[nH]c(C(=O)OC(C)C(=O)N(C)C2CCCCC2)c1C (stereo not given)	-2.9%
Cc1ccc(S(=O)ONc2cccc(NOS(=O)c3ccc(C)cc3)c2)cc1 (stereo not given)	0.0%
C#CC1(NC(=S)Nc2cccc(OC)c2)CCCCC1	-1.7%
CC(Sc1nc2ccccc2c(=O)n1CCCN1CCOCC1)C(=O)N1CCc2ccccc21 (stereo not given)	-6.2%
O=C1C[C@@H]2CCN3C(=O)CCC[C@@H]([C@H]23)[C@H]1Cc1ccccc1	8.3%	Dengue-2 NS5 capping pilot replicate=-1.5
CCCn1c(N)c(N2CCCCC2)c(=O)n(CC(=O)Nc2ccc(C(C)=O)cc2)c1=O	0.0%
N#CC1(NC(=O)CN2c3cccc4cccc(c34)S2(=O)=O)CCCCC1	-2.2%
CCC1(CC)NC(=O)N(CC(=O)N2CCN(c3ccccc3F)CC2)C1=O	0.0%
CCCCNC(=O)C(C)N(CCN(C)C)C(=O)CCCCCN1C(=O)NC(c2ccc(Cl)cc2)C(C(=O)OCc2ccccc2)=C1C (stereo not given)	-2.3%	Dengue-2 NS5 capping pilot replicate=5.8
Cc1cnc(NC(=O)c2cc(-c3ccccc3)nn2-c2ccccc2)s1	-8.2%
N#Cc1ccc(Cl)cc1NC(=O)CN1C(=O)C(=O)N(CCC2=CCCCC2)C1=O	0.0%
C[C@H](CO)NC(=O)c1nc[nH]c1C(=O)N[C@H](C)c1ccccc1	-1.6%
O=C1COc2ccc(C(=O)COc3ccc(Cl)cc3Br)cc2N1	-14.4%
NC(=O)C1CCCN(C(=O)c2ccc(Cl)c(S(=O)(=O)N3CCc4ccccc43)c2)C1 (stereo not given)	-2.9%
CCCCCN(C(=O)CCC(=O)OCC(=O)c1ccc(C(C)(C)C)cc1)c1c(N)n(CCCC)c(=O)[nH]c1=O	-9.4%
O=C(COC(=O)/C=C/c1ccccc1)NCc1cccs1	-5.2%
COc1ccc2c(=O)cc(-c3ccncc3)oc2c1OC	-10.9%
CC(C)Oc1ccc2ccccc2c1CNC[C@H]1O[C@@H](n2cnc(C(N)=O)n2)[C@H](O)[C@@H]1O	-4.6%	Dengue-2 NS5 capping pilot replicate=-7.0
CC(OC(=O)Cc1ccc(F)cc1)C(=O)NCc1ccc2c(c1)OCO2 (stereo not given)	-5.1%
CC1CC(NC(=O)c2c(O)nc3sccn3c2=O)CC(C)(C)C1 (stereo not given)	-9.4%
COc1ccc(C)cc1NC(=O)NC1CC(=O)N(c2ccc3c(c2)OCCO3)C1 (stereo not given)	3.8%
O=C(Nc1cc(C(F)(F)F)ccc1N1CCCC1)C1CCCO1 (stereo not given)	-5.2%
COc1ccccc1-c1oc2ccccc2c1C#CC1(O)CCCCC1	-0.8%
CCOC(=O)C1CCN(C(=O)COC(=O)c2ccc([N+](=O)[O-])o2)CC1	5.9%
COCCN(Cc1ccccc1)C(=O)Cc1ccc(S(=O)(=O)N2CCOCC2)s1	-8.8%
O=C(O)c1ccccc1C(=O)OC1CC2CCC1C2 (stereo not given)	2.9%
O=C1NC[C@H](Cc2ccccc2)N(CC2CCN(CCCC3CCCC3)CC2)C1=O	5.3%	Dengue-2 NS5 capping pilot replicate=0.9
CCN1CCN(S(=O)(=O)c2ccc(Cl)c(C(=O)NC3CCCCC3)c2)CC1	5.1%
CC1(C)CC(=O)C=C(c2n[nH]nc2-c2ccc(F)c(F)c2)C1	0.0%
C[C@@H]1C(=O)OC[C@H]1NC(=O)OCc1ccccc1	3.6%
O=C(COc1ccccc1)Nc1cc2c3c(c1)CC(=O)N3CCC2	4.4%
COc1cccc(/C=C/C(=O)OCC(=O)c2c(N)n(C)c(=O)n(C)c2=O)c1	-4.4%
CCOc1cc(C(=O)N(CC)CC(=O)Nc2c(F)cccc2F)ccc1OCC(=O)N1CCOCC1	4.4%
CN(c1ccc(C(=O)NCC2CCCO2)cc1)S(=O)(=O)c1ccc(Cl)cc1 (stereo not given)	-2.2%
O=C(NCCc1ccccn1)c1c(-c2ccsc2)sc2ccccc12	-11.9%	Dengue-2 NS5 capping pilot replicate=-6.1
COc1cc(-c2cc(C(=O)OCC(=O)NC3CC3)c3ccccc3n2)cc(OC)c1OC	-4.8%
O=C(Cc1c(F)cccc1Cl)Nc1cc(S(=O)(=O)N2CCOCC2)ccc1N1CCOCC1	-1.4%
CN(C(=O)c1ccc(S(=O)(=O)N2CCCC2)cc1)C1CCS(=O)(=O)C1 (stereo not given)	5.0%
CC(=O)c1sc(NC(=O)CCc2ccccc2)nc1C	-0.6%
CN(C1CCCCC1)S(=O)(=O)c1ccc(=S)[nH]c1	4.8%
O=C(O)COc1ccccc1C=NNC(=O)c1ccc(NS(=O)(=O)c2cccs2)cc1	-1.6%
Cc1cccc(OC(C)C(=O)OCC(=O)N2CCN(c3ccccc3)CC2)c1 (stereo not given)	0.0%
O=C(CCNC(=O)c1ccc(Br)cc1)Nc1cccc(S(=O)(=O)N2CCCC2)c1	5.8%
CC(=O)NC(=Cc1ccccc1)C(=O)N1CCCC1C(=O)O (stereo not given)	-3.4%
O=C(O)c1cc(S(=O)(=O)NCC2COc3ccccc3O2)ccc1Cl (stereo not given)	2.2%
CC1=C(C(=O)N(C)C)CC(CC(=O)NCC2CCCCC2)C(=O)N1Cc1ccccc1 (stereo not given)	1.7%
Remaining list, next part:
SMILES	Dengue-2 NS5 capping	others
CC(=O)OCCCN(C)CC/C=C1/c2ccccc2CSc2ccccc21	-6.2%
O=C(COC(=O)c1ccccn1)NCCc1ccc(Cl)cc1	-2.3%
Cc1c(O)nc(SC2CC(=O)N(c3cc(Cl)cc(Cl)c3)C2=O)[nH]c1=O (stereo not given)	1.5%
CCC(C)C(NC(=O)c1ccccc1)C(=O)N1CCN(C(=O)c2ccccc2)CC1 (stereo not given)	-2.2%
CC(C)Cn1c(SCC(=O)Nc2ccc(Cl)cc2F)nc(O)cc1=O	-12.7%
O=C(c1cccc(S(=O)(=O)N2CCN(c3ccccc3)CC2)c1)N1CCN(c2ccccc2O)CC1	0.7%
Cc1ccc(NC(=O)C2CC(=O)N(CCc3ccccc3)C2)cc1Cl (stereo not given)	3.6%
COc1ccccc1C(=O)COC(=O)c1cc([N+](=O)[O-])ccc1N1CCOCC1	5.1%
Cc1c(C(=O)NCC2CCCO2)oc2c(Cl)cccc12 (stereo not given)	3.0%
COc1ccc(CNC(=O)CCC(=O)c2ccc(F)cc2)cc1OC	-5.4%
CC(=O)Nc1ccc(S(=O)(=O)NCCC(=O)NCCOc2ccccc2)cc1	-3.0%
COc1ccc2c(c1)c(=Cc1ccc(N(C)C)cc1)c1cc(-c3ccccc3)[n+](C)n12	5.0%
CSc1ccccc1NC(=O)COC(=O)/C=C/c1ccco1	-1.6%
CC(C)NCC(O)c1ccc2ccccc2c1 (stereo not given)	-3.7%
CC(C)CCn1c(SCC(=O)NC2CCS(=O)(=O)C2)nc2cc(Cl)ccc2c1=O (stereo not given)	2.2%
O=C1CN(C(=O)COC(=O)c2ccc(Cl)c(S(=O)(=O)N3CCCCC3)c2)c2ccccc2N1	-3.1%
CC1(C)Cc2cccc(OCC(=O)NCCc3ccc(S(N)(=O)=O)cc3)c2O1	-7.7%
COc1ccc(C(=O)Nc2ccc(N3CCCCCC3)cc2)cc1S(=O)(=O)N1CCOCC1	-7.1%
Nc1c(N(CCC2=CCCCC2)C(=O)COc2ccc([N+](=O)[O-])cc2)c(=O)[nH]c(=O)n1Cc1ccccc1	-1.1%
O=S(=O)(Nc1ccc(O)c2ccccc12)c1ccc(F)cc1	65.6%

As a working copy, some entries already given:
SMILES	Dengue-2 NS5 capping	others
CC(=O)Nc1ccc(S(=O)(=O)NCCC(=O)NCCOc2ccccc2)cc1	-3.0%
COc1ccc2c(c1)c(=Cc1ccc(N(C)C)cc1)c1cc(-c3ccccc3)[n+](C)n12	5.0%

Remaining list, next part
SMILES	Dengue-2 NS5 capping	others
COc1cccc(S(=O)(=O)N(C)C[C@@H]2OCc3cnnn3CCCC(=O)N([C@H](C)CO)C[C@H]2C)c1	1.7%
COc1ccc(N2CCN(C(=O)CNC(=O)c3ccc4ccccc4c3)CC2)cc1	-7.1%
COc1cccc(NC(=O)COC(=O)/C=C/c2c(C)nn(-c3ccccc3)c2C)c1	-10.1%
CCOc1ccc(S(=O)(=O)N2CCCCC2)cc1NC(=O)C1COc2ccccc2O1 (stereo not given)	1.4%
COc1ccc([N+](=O)[O-])cc1NC(=O)COC(=O)Cn1cnc2ccccc2c1=O	-4.6%
C=CC[C@@H](CC(=O)N[C@H](CO)Cc1ccccc1)C(=O)NCCOC(=O)[C@@H](CC=C)CC(=O)OC(C)(C)C	-0.8%
O=C(C1CCN(S(=O)(=O)c2ccccc2F)CC1)N1CCN(Cc2ccc3c(c2)OCO3)CC1	-8.7%
C=C1C(=O)O[C@@H]2[C@H]3O[C@]3(C)CC/C=C(\C)CC[C@@H]12	-6.6%
COCCN(C(=O)CCN1C(=O)C2CC=CCC2C1=O)c1c(N)n(CC(C)C)c(=O)[nH]c1=O (stereo not given)	-7.4%
O=C(NCC(c1ccco1)N1CCc2ccccc2C1)C(=O)Nc1ccccc1 (stereo not given)	-4.3%
COC(=O)c1c(NC(=O)C2=COCCO2)sc(C)c1C	-2.2%
C#CCCC/C(=C\C(=O)N(C)[C@H](C(=O)N(C)[C@H](C(=O)N(C)[C@H](C(=O)N(C)[C@H](C(N)=O)C(C)C)C(C)C)C(C)C)C(C)C)OC	1.3%
Cc1ccc(C)c(NC(=O)CN(C)C(=O)c2ccccc2OCc2ccc(Cl)cc2)c1	1.4%
C[C@]12CC[C@H](O)CC1=CCC1C2CC[C@@]2(C)C1CC[C@@H]2NC(=O)[C@@H](N)Cc1cnc[nH]1 (stereo not given in full)	8.0%
Cc1csc2nc(O)c(C(=O)NC3CCCCC3C)c(=O)n12 (stereo not given)	-2.9%
C[C@H](CO)N1C[C@H](C)[C@@H](CN(C)C(=O)Nc2ccc3c(c2)OCCO3)OCc2cnnn2CCCC1=O	-9.9%
N#Cc1cccc(C(=O)Nc2ccc(S(=O)(=O)Nc3nccs3)cc2)c1	-14.5%
CCOC(=O)C1=CN(Cc2ccccc2)CCC1=O	-3.0%	Dengue-2 NS5 capping pilot replicate=-5.7
COc1ccccc1C(=O)NC(=O)COC(=O)c1cnccn1	1.1%
O=C(CCSc1ccccc1)NNC(=O)c1ccccc1F	-3.0%
CSCCC(NC(=O)c1cccc(C)c1)C(=O)NCc1cccs1 (stereo not given)	2.6%
CC1CCCC(NC(=O)Cn2cc([N+](=O)[O-])ccc2=O)C1C (stereo not given)	1.8%
Cc1nn(CC(=O)OCC(=O)c2ccccc2)c(C)c1[N+](=O)[O-]	11.3%
COc1ccc2c(c1)-c1ccccc1S(=O)(=O)N(C)C2	0.7%	Dengue-2 NS5 capping pilot replicate=1.2
CCC1Nc2ncnc(N3CCOCC3)c2N(Cc2ccc(Cl)cc2)C1=O (stereo not given)	-4.0%
CC(=O)N/C(=C\c1ccccc1)C(=O)OCC(=O)NC1CCS(=O)(=O)C1 (stereo not given)	-5.9%
Cc1cc(C)c(S(=O)(=O)N2CCN(C(=O)c3cc4ccccc4o3)CC2)c(C)c1	-2.2%
CCOc1cc(C(=O)Nc2ccccc2N2CCOCC2)ccc1OCC(=O)N1CCOCC1	-3.4%
Cc1ccccc1OCCC(=O)Nc1ccc(S(=O)(=O)N2CCCC2)cc1	1.7%
CC(C)CC(=O)N1CCN(S(=O)(=O)c2ccc(C3CCCCC3)cc2)CC1	4.4%

Looked up by compound from above (2):
SMILES	Dengue-2 NS5 capping	others
Cc1c(C(=O)NCC2CCCO2)oc2c(Cl)cccc12 (stereo not given)	3.0%
N#Cc1ccc(Cl)cc1NC(=O)CN1C(=O)C(=O)N(CCC2=CCCCC2)C1=O	0.0%

Next part
SMILES	Dengue-2 NS5 capping	others
NC(=S)NN=C1c2cc(Cl)ccc2-c2c1cc(Cl)cc2[N+](=O)[O-]	0.0%
CC(C)(C)OC(=O)C[C@@H]1C/C=C\C[C@H](CC(=O)N[C@H](CO)Cc2ccccc2)C(=O)N[C@@H](Cc2ccccc2)COC1=O	-3.8%
O=C(COC(=O)Cc1ccc(F)cc1)NCCc1ccccc1	-7.3%
CSc1ncnc2c1ncn2CCCN1CCN(Cc2cccc3ccccc23)CC1	-0.6%
CC(C)CC(=NNC(=O)c1ccncc1)c1cc(Cl)ccc1O	?
CCCCN1C(=N)N([C@@H](CCC)CN2CCC[C@H]2CN2C(N)=NC[C@H]2CC(C)C)C[C@H]1Cc1ccccc1	3.3%	Dengue-2 NS5 capping pilot replicate=-6.1
C[C@H]1CN([C@@H](C)CO)C(=O)c2cc(NC(=O)Nc3cccc4ccccc34)ccc2O[C@@H]1CN(C)Cc1ccc(-c2ccccc2)cc1	-8.9%
Cc1cc(C(=O)COC(=O)c2cccnc2Cl)c(C)n1C	-1.5%

Screening data: PubChem, Southern Research Specialized Biocontainment Screening Center
